Assay outcomes deposited in PubChem BioAssay by Sanford-Burnham Center for Chemical Genomics.
Jurkat NFkB inh: lowers PMA/ionomycin-induced NF-kB signal in Jurkat cells; inhibition, % at 4 µM; 330,000 tested, 0.53% active; AID 435003; PMA/ionomycin-induced NF-kB luciferase reporter, luminescence; in the data active = inhibition above about 50%
CXCR6 inh: blocks human CXCR6 beta-arrestin recruitment; O00574; CHO-K1 PathHunter CXCR6 beta-arrestin, luminescence; inhibition, % at 20 µM; 360,000 tested, 0.36% active; AID 602244; in the data active = inhibition above about 34%, passing the limit was not always enough;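 also: antagonist mode with CXCL16 agonist at 10 nM final; 0% = 10 nM CXCL16 with DMSO and 100% = unstimulated wells without agonist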
Target sequence (O00574 whole entry, looked up): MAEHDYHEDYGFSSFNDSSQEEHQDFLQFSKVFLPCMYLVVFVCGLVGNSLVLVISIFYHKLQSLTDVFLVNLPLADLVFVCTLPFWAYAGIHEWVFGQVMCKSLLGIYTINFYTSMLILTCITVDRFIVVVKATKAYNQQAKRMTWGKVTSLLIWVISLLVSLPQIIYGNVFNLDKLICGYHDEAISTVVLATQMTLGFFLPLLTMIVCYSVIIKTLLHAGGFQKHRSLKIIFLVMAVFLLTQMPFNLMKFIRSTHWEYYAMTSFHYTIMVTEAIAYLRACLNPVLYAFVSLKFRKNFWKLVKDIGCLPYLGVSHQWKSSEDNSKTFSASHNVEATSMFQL
UBC13 inh: human UBC13 polyubiquitination inhibition | 330,000 tested, 0.47% active | UBC13 polyubiquitin chain formation, TR-FRET | inhibition, % at 20 µM | P61088 | AID 485273; in the data active = inhibition above about 45%, passing the limit was not always enough
Gli-Sufu antag: blocks Gli-Sufu signaling in a luciferase reporter | Sufu-KO-LIGHT fibroblasts, Gli luciferase reporter luminescence | inhibition, % at 5 µM | 340,000 tested, 0.74% active | AID 588413;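 active = inhibition above about 55%, limit read from the data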;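 also: 0% = DMSO-treated cells and 100% = wells with medium but no cells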
EBI2 block: blocks human EBI2 receptor beta-arrestin signaling; EBI2 beta-arrestin recruitment, luminescence, 7a,25-OHC stimulated; inhibition, % at 5 µM; 360,000 tested, 0.81% active; in the data active = inhibition above about 38%;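 also: enzyme fragment complementation signal reports receptor beta-arrestin coupling in cells; 0% = agonist plus DMSO wells and 100% = wells without agonist; some results beyond the cut were filed as inactive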
Target sequence (P32249 whole entry, looked up, the tested form may be a part): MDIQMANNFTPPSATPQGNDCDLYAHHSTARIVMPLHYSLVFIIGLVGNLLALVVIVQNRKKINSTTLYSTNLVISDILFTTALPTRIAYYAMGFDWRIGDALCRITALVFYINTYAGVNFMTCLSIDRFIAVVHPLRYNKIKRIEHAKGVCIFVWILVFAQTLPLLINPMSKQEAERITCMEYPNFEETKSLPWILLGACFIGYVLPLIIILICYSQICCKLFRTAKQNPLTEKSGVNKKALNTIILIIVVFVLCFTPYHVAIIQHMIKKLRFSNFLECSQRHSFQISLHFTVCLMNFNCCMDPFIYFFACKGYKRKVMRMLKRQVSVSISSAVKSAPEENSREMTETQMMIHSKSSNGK
CCR6 antag: blocks CCL20-driven beta-arrestin recruitment at human CCR6 | 340,000 tested, 0.49% active | inhibition, % at 20 µM | CHO-K1 CCR6 PathHunter beta-arrestin, luminescence, CCL20-stimulated;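 active = compounds whose inhibition of the agonist-driven luminescence signal at 20 µM reaches about 50%, limit read from the data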;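 also: cells stimulated with CCL20 at 14 nM final; plate controls were DMSO with CCL20 for no effect and DMSO without agonist for full effect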
Target sequence (P51684 whole entry, looked up): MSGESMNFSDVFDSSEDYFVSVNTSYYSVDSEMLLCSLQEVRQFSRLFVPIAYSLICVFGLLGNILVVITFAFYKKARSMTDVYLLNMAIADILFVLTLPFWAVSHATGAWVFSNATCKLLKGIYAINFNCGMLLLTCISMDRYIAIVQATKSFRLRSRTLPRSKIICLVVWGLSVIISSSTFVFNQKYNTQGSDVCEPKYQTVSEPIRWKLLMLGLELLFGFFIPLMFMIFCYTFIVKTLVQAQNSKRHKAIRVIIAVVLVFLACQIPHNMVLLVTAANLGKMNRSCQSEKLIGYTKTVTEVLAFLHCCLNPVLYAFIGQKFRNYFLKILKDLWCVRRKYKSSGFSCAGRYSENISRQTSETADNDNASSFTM
697 NFkB inh: inhibitors of the PMA/ionomycin-induced NF-kB reporter in 697 B cells | inhibition, % at 4 µM | AID 435022 | 330,000 tested, 0.33% active | 697 B-cell NF-kB luciferase reporter, 16 h; in the data active = inhibition above about 35%
APJ antag: APJ receptor antagonism; 330,000 tested, 0.32% active; inhibition, % at 20 µM; AID 2521; P35414; CHO-K1 APJ beta-arrestin complementation, luminescence;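 active = inhibition above about 40% at 20 µM, limit read from the data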;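 also: cells challenged with 10 nM apelin-13 agonist together with compound; plate controls were apelin-13 plus DMSO wells for no effect and DMSO wells lacking apelin-13 for full effect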
The depositor's hits bear a star; / = not tested or not shown.

(1) CC(=O)Oc1ccc(/C=N\NC(=O)c2cc3c(ccc4ccccc43)o2)cc1
(2) COc1ccc(-n2c(Cc3cc(=O)[nH]c(=O)[nH]3)nnc2SCC(=O)Nc2cc(C(F)(F)F)ccc2Cl)cc1
(3) COc1ccc(C(=O)C2CCCN(S(=O)(=O)C(C)C)C2)c(C)c1 (stereo unspecified)
(4) O=[N+]([O-])c1ccc(N2CCN(c3ccc(F)cc3)CC2)cn1
(5) O=C(Nc1ccc2c(c1)OCO2)c1cc2nc(C3CC3)cc(C(F)(F)F)n2n1
(6) C[N+](C)(CCOc1ccccc1)Cc1ccccc1 (tested in a mixture with another compound)
Assay by compound	1	2	3	4	5	6
Jurkat NFkB inh	41	11	-1	30	/	11
CXCR6 inh	-14	-1	1	1	5	-18
UBC13 inh	4	3	5	-6	/	-24
Gli-Sufu antag	-18	-1	-1	23	-2	13
EBI2 block	0	-5	-1	7	6	-14
CCR6 antag	5	19	5	7	5	-38
697 NFkB inh	-6	-6	0	-22	/	4
APJ antag	-24	12	20	3	/	-135

(7) COc1ccc(N(CC(=O)NCC2CCCO2)S(=O)(=O)c2c(C)noc2C)cc1 (stereo unspecified)
(8) COc1ccc2c(c1)c(C(O)CN1CCC(Cc3ccccc3)CC1)c(C)n2C (stereo unspecified)
(9) Cc1ccc(NC(=O)CCc2nc3ccccc3s2)c(O)c1
(10) CN(Cc1ccc2ccccc2c1)C(=O)c1ccc(C(F)(F)F)cc1
(11) O=C(N/N=C/c1cccnc1)C(O)(c1ccccc1)c1ccccc1
(12) O=C(/C=C/c1ccccc1)Nc1ccc(N2CCCCC2)cc1
Assay by compound	7	8	9	10	11	12
Jurkat NFkB inh	-6	8	9	9	2	-100
CXCR6 inh	0	5	-6	2	6	0
UBC13 inh	0	11	9	-6	-4	-14
Gli-Sufu antag	6	22	3	-7	-2	-75
EBI2 block	7	4	5	27	-9	25
CCR6 antag	0	-4	1	21	12	24
697 NFkB inh	2	16	4	-1	-9	-107
APJ antag	14	-6	-5	14	1	-10

Part of the list above, with values under each structure.
The line under a structure holds: Jurkat NFkB inh, CXCR6 inh, UBC13 inh, Gli-Sufu antag, EBI2 block, CCR6 antag, 697 NFkB inh, APJ antag
4. O=[N+]([O-])c1ccc(N2CCN(c3ccc(F)cc3)CC2)cn1
 : 30, 1, -6, 23, 7, 7, -22, 3
5. O=C(Nc1ccc2c(c1)OCO2)c1cc2nc(C3CC3)cc(C(F)(F)F)n2n1
 : /, 5, /, -2, 6, 5, /, /
6. C[N+](C)(CCOc1ccccc1)Cc1ccccc1 (tested in a mixture with another compound)
 : 11, -18, -24, 13, -14, -38, 4, -135
7. COc1ccc(N(CC(=O)NCC2CCCO2)S(=O)(=O)c2c(C)noc2C)cc1 (stereo unspecified)
 : -6, 0, 0, 6, 7, 0, 2, 14
8. COc1ccc2c(c1)c(C(O)CN1CCC(Cc3ccccc3)CC1)c(C)n2C (stereo unspecified)
 : 8, 5, 11, 22, 4, -4, 16, -6
9. Cc1ccc(NC(=O)CCc2nc3ccccc3s2)c(O)c1
 : 9, -6, 9, 3, 5, 1, 4, -5
10. CN(Cc1ccc2ccccc2c1)C(=O)c1ccc(C(F)(F)F)cc1
 : 9, 2, -6, -7, 27, 21, -1, 14
11. O=C(N/N=C/c1cccnc1)C(O)(c1ccccc1)c1ccccc1
 : 2, 6, -4, -2, -9, 12, -9, 1
12. O=C(/C=C/c1ccccc1)Nc1ccc(N2CCCCC2)cc1
 : -100, 0, -14, -75, 25, 24, -107, -10

More structures follow:
(13) COc1ccc(NC(=O)c2ccc3c(c2)OCCO3)cc1OC
(14) Cc1ccc(NC(=O)Cn2cc(S(=O)(=O)c3ccc(C)cc3)c(=O)c3cc(F)ccc32)cc1
(15) O=C(O)c1ccc2c(c1)ncn2C1CCCCC1
(16) COc1ccc(-c2cc(C(=O)Nc3ccc(F)cc3F)no2)cc1
(17) CCOC(=O)C1=C(COc2ccccc2)NC(=O)NC1c1cccc([N+](=O)[O-])c1 (stereo unspecified)
(18) N#Cc1ccc(NC(=O)CN2C(=O)NC(Cc3ccccc3)C2=O)cc1 (stereo unspecified)
Assay by compound	13	14	15	16	17	18
Jurkat NFkB inh	-76	12	9	-12	-1	3
CXCR6 inh	5	5	0	-6	2	-2
UBC13 inh	1	-7	-3	24	10	-8
Gli-Sufu antag	-73	-6	2	-12	-9	8
EBI2 block	-4	5	-3	0	-2	-4
CCR6 antag	-3	3	0	14	10	-7
697 NFkB inh	-80	-2	-1	6	1	1
APJ antag	8	-12	12	7	4	1

(19) C=CCSc1[nH]c(=O)cc(C)c1C(N)=O
(20) O=C(CCc1nc(-c2ccc(F)cc2)no1)Nc1cccc(C(=O)NC2CC2)c1
(21) COc1ccc(NS(=O)(=O)c2ccc3c(c2)[C@H]2C=CC[C@H]2[C@@H](c2ccc(C(=O)O)cc2)N3)cc1
(22) O=C(CSc1nnc(-c2cccnc2)s1)Nc1cccc(C(=O)O)c1
(23) COc1cc(NC(=O)CN(C)S(=O)(=O)c2cccs2)cc(OC)c1
(24) O=C(CCSCCc1ccccn1)Nc1nccs1
Assay by compound	19	20	21	22	23	24
Jurkat NFkB inh	-3	-24	-5	29	-30	-10
CXCR6 inh	-3	-5	-1	-6	6	2
UBC13 inh	6	-5	-3	10	8	3
Gli-Sufu antag	1	0	9	-2	-4	7
EBI2 block	3	0	-7	-10	-9	-1
CCR6 antag	5	1	5	-2	-1	-6
697 NFkB inh	17	-15	8	7	-39	2
APJ antag	16	6	4	-4	8	7

(25) O=C(CN1CCCC1)NC(c1ccccc1)c1ccccc1
(26) O=C(CN1CCOCC1)Nc1ccc(F)cc1
(27) COc1ccc(/C=C(/C#N)c2cccnc2)cc1OC
(28) C=C(C)COc1ccc2c(CC)cc(=O)oc2c1
(29) CCS(=O)(=O)NCC(c1cccnc1)N1CCN(c2ccccc2)CC1 (stereo unspecified)
(30) Cc1ccc(-c2cccc(NC(=O)C3C(C(=O)O)[C@@H]4C=C[C@H]3C4)c2)o1 (stereo partly specified)
Assay by compound	25	26	27	28	29	30
Jurkat NFkB inh	1	10	9	-10	-2	-3
CXCR6 inh	0	4	-2	-2	2	-3
UBC13 inh	2	-5	1	-1	-7	0
Gli-Sufu antag	15	7	-12	-4	5	-118
EBI2 block	8	-8	6	1	-6	-1
CCR6 antag	1	-2	13	6	8	14
697 NFkB inh	1	1	11	-11	-21	7
APJ antag	14	15	8	5	11	16

(31) CC1(c2ccc(Cl)cc2)NC(=O)N(CC(=O)N2CCc3ccccc3C2)C1=O (stereo unspecified)
(32) Cc1ccc(NC(=O)c2ccc(-n3cccn3)c([N+](=O)[O-])c2)cc1C
(33) COc1cccc(C(=O)N/N=C/C(Br)=C/c2ccccc2)c1
(34) CCC1(CC)NC(=O)N(CC(=O)Nc2ccc(-n3cnnn3)cc2)C1=O
(35) CN1CCN(S(=O)(=O)c2ccc(NC(=S)NC(=O)C3CCCC3)cc2)CC1
(36) CCn1cc(/C=C(\NC(=O)c2ccccc2OC)C(=O)NCCCN2CCOCC2)c2ccccc21
Assay by compound	31	32	33	34	35	36
Jurkat NFkB inh	3	-15	44	-31	-19	13
CXCR6 inh	2	-2	-1	1	16	3
UBC13 inh	-12	-5	10	-16	0	5
Gli-Sufu antag	-4	-16	-16	-10	-1	16
EBI2 block	-9	14	16	0	3	-3
CCR6 antag	6	1	7	7	28	-10
697 NFkB inh	2	-4	-43	-30	6	-11
APJ antag	-24	-9	-4	-9	10	15

(37) CC(=O)Nc1ccc(NC(=O)C2CCN(C(=O)c3ccc([N+](=O)[O-])cc3)CC2)cc1
(38) CC(=O)Nc1cccc(NC(=O)CSc2nnc(NC(=O)C3CC3)s2)c1
(39) O=C(COC(=O)c1ccc([N+](=O)[O-])o1)NC1CCCC1
(40) Cc1cc(N(C)C)c(C#N)c(N2CCCCC2)n1
(41) O=C(CN1C(=O)NC2(CCCC2)C1=O)Nc1ccc(F)c([N+](=O)[O-])c1
(42) COc1ccc(CCNC(=O)c2ccc(-c3ccc([N+](=O)[O-])cc3Cl)o2)cc1OC
Assay by compound	37	38	39	40	41	42
Jurkat NFkB inh	-4	11	11	-11	-8	-1
CXCR6 inh	-17	-14	-14	-3	-2	-29
UBC13 inh	2	-1	-6	11	-1	-2
Gli-Sufu antag	11	4	4	-7	-2	5
EBI2 block	-2	-7	-22	10	-3	3
CCR6 antag	-4	7	1	3	1	-5
697 NFkB inh	14	-31	18	5	8	-4
APJ antag	-11	9	0	9	15	-21

(43) CC1Cc2ccccc2N1C(=O)CO/N=C/c1ccc(OC(F)F)cc1 (stereo unspecified)
(44) CCOc1ccc(S(=O)(=O)N(C)c2ccc(OCC(=O)NC3=NCCS3)cc2)cc1
(45) COc1ccccc1OCC(=O)NN=C(Cc1ccccc1)Cc1ccccc1
(46) CC(=O)N1CCOc2ccc(S(=O)(=O)NCCc3ccccc3)cc21
(47) COc1cccc(OC)c1NC(=O)C1CCCN1C(=O)Nc1ccccc1F (stereo unspecified)
(48) Cc1cc(=O)[nH]c(SCC(=O)Nc2ccc(F)cc2)c1C#N
Assay by compound	43	44	45	46	47	48
Jurkat NFkB inh	19	33	0	-11	2	0
CXCR6 inh	-1	0	-3	2	3	5
UBC13 inh	7	-9	-1	4	4	-2
Gli-Sufu antag	-18	-12	-3	-13	11	-1
EBI2 block	0	9	-3	-4	3	-4
CCR6 antag	1	3	-7	8	6	11
697 NFkB inh	-23	0	16	-6	16	10
APJ antag	-19	-9	-16	-2	0	-16

(49) Cc1ccc(OCC(=O)O/N=C(\N)c2ccccn2)cc1
(50) Cc1cc(-c2nc3ncccc3o2)ccc1NC(=S)NC(=O)C(C)C
(51) CC(OC(=O)Cn1[nH]c(=O)c2ccccc2c1=O)C(=O)Nc1cccc(Cl)c1 (stereo unspecified)
(52) N#Cc1ccccc1NC(=O)COC(=O)COc1ccccc1[N+](=O)[O-]
(53) Cc1ccc(-n2nc(C)c3c(=O)[nH]c(C(F)(F)F)nc32)cc1
(54) O=C(NCc1ccco1)C1CCN(C(=O)Cc2ccccc2)CC1
Assay by compound	49	50	51	52	53	54
Jurkat NFkB inh	-97	-8	-23	-10	12	0
CXCR6 inh	-6	-6	5	-6	/	-10
UBC13 inh	3	22	1	-7	2	-2
Gli-Sufu antag	-69	-11	-7	-2	/	-1
EBI2 block	-7	-98	3	6	/	-8
CCR6 antag	-1	13	2	9	/	28
697 NFkB inh	-103	-28	15	-5	-15	4
APJ antag	-6	-9	9	32	3	-8

(55) CCOC(=O)c1c(NC(=O)CN2C(=O)NC3(CCC(C)CC3)C2=O)sc(C)c1-c1ccc(C)cc1 (stereo unspecified)
(56) CC1CN(C(=O)COC(=O)c2cc([N+](=O)[O-])ccc2Cl)CC(C)O1 (stereo unspecified)
(57) Cc1ccc2nc(-c3cccc(Br)c3)cc(C(=O)Nn3cnnc3)c2c1
(58) COc1ccc(-c2csc(NC(=O)CSCC(=O)Nc3cc(C)on3)n2)cc1OC
(59) COc1ccc(COC(=O)N/C=C/c2ccco2)cc1
(60) CCCc1cc(C(=O)Nc2cc(OC)c(Cl)cc2OC)no1
Assay by compound	55	56	57	58	59	60
Jurkat NFkB inh	-11	-6	-29	-5	-10	-4
CXCR6 inh	11	-3	0	-1	1	-1
UBC13 inh	4	2	-19	-4	3	10
Gli-Sufu antag	/	-3	16	-6	-4	5
EBI2 block	15	-9	8	7	1	-1
CCR6 antag	23	2	6	-5	22	13
697 NFkB inh	6	2	-49	0	10	-1
APJ antag	8	-5	-6	5	33	7

(61) Cc1ccc(N2CC(C(=O)N/N=C/c3c(F)cccc3Cl)CC2=O)cc1 (stereo unspecified)
(62) Cc1ncc(CN=Cc2ccc(Cl)cc2)c(N)n1
(63) O=C(NCc1cccnc1)C1CC(c2ccc(Cl)c(Cl)c2)=NO1 (stereo unspecified)
(64) CC1(C(=O)N2CC3(CC(c4cccc(NC(=O)COc5ccc(Cl)cc5)c4)=NO3)C[C@@H]2C(N)=O)CC1 (stereo partly specified)
Assay by compound	61	62	63	64
Jurkat NFkB inh	-10	-6	35	-4
CXCR6 inh	-6	-8	-26	-1
UBC13 inh	-9	5	-5	-5
Gli-Sufu antag	0	0	18	-10
EBI2 block	3	-3	6	2
CCR6 antag	2	10	-6	0
697 NFkB inh	24	19	4	-7
APJ antag	-2	-13	-22	-9
